Compound activity: PubChem, Sanford-Burnham Center for Chemical Genomics
MPTP inh: mitochondrial permeability transition pore inhibitors, primary screen, biochemical, isolated mouse mitochondria, absorbance; Ca2+ swelling absorbance, 30 min; inhibition, % at 10 µM; 360,000 tested, 1.4% active; AID 602449, 2012;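 active means inhibition of 50% or more, scaled per plate between neutral and stimulator controls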;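 further: 0% = DMSO wells given calcium and 100% = 1 mM EGTA wells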
ATG4B inhibitor: ATG4B protease inhibitors, primary screen, biochemical, fluorescence, uHTS; AID 504462, 2011; ATG4B cleavage of LC3-PLA2, NBD-HPC fluorescence, 1 h; Cysteine protease ATG4B (Homo sapiens), Q9Y4P1; 340,000 tested, 0.51% active; inhibition, % at 8.33 µM; in the data active means inhibition above about 40%
Target sequence (Q9Y4P1 whole entry, looked up): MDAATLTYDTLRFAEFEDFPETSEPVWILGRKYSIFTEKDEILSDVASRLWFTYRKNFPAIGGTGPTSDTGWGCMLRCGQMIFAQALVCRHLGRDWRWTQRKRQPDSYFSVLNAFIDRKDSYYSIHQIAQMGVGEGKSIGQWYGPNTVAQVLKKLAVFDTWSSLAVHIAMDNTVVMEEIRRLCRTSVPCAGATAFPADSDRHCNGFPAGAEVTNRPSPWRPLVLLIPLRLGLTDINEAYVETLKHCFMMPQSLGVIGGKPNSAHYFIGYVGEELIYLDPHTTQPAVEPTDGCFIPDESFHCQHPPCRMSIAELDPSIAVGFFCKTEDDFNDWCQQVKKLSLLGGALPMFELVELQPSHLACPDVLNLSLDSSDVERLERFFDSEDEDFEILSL
mIAP block: inhibitors of mouse IAP, primary screen, biochemical, luminescence, uHTS; 330,000 tested, 0.2% active; purified mouse IAP, CDP-Star luminescence, 30 min; intestinal alkaline phosphatase [Mus musculus]; inhibition, % at 10 µM;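 active means inhibition of at least 40% at 10 µM in the primary screen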;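 further: plate controls were DMSO with enzyme for no effect and no enzyme wells for full effect; values of inactives mirror those of a sister screen read the other way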
hIAP activ: human IAP activators, primary screen, biochemical, luminescence, uHTS | Intestinal-type alkaline phosphatase (Homo sapiens), P09923 | purified human IAP, CDP-Star luminescence, 30 min; hits give high values; 1 = vehicle-only enzyme, 0 = enzyme-free background | activation factor at 10 µM | 330,000 tested, 0.16% active | AID 2524, 2010;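 active means activation factor of the enzyme at least 2-fold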; further: the source names both 10 and 20 µM as test concentration; values of inactives mirror those of a sister screen read the other way
Target sequence (P09923 whole entry, looked up): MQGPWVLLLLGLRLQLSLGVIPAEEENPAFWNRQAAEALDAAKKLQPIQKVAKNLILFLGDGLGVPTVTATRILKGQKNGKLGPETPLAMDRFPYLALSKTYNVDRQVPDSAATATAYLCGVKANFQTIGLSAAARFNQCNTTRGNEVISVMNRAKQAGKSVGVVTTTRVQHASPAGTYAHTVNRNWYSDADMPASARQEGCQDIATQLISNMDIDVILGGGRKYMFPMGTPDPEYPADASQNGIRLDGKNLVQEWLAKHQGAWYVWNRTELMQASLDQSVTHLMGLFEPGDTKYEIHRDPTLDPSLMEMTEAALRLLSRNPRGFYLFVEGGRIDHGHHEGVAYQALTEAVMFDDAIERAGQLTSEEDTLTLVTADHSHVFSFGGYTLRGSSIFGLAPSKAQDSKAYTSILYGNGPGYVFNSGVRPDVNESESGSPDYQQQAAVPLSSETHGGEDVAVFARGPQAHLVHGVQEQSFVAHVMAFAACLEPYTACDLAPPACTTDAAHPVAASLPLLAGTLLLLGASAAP
APOBEC3A inh: APOBEC3A ssDNA deaminase inhibitors, primary screen, selectivity assay for APOBEC3G inhibitor project, biochemical, FAM/TAMRA oligo cleavage fluorescence | DNA dC->dU-editing enzyme APOBEC-3A (Homo sapiens), P31941 | recombinant A3A, FAM/TAMRA ssDNA deamination fluorescence | inhibition, % at 20 µM | 330,000 tested, 0.41% active | AID 493011, 2011;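 active means at least 40% inhibition at 20 µM here, with at most 30% in a related deaminase screen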;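 further: plate controls were A3A with DMSO for no effect and wells lacking A3A enzyme for full effect; some results filed as inactive read as strong as hits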
APOBEC3G inh: APOBEC3G DNA deaminase inhibitors, primary screen, biochemical, fluorescence, single-stranded DNA substrate, uHTS | inhibition, % at 20 µM | 330,000 tested, 0.28% active | recombinant A3G, ssDNA deamination FAM/TAMRA fluorescence | DNA dC->dU-editing enzyme APOBEC-3G (Homo sapiens), Q9HC16;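 active means inhibition of at least 40% at 20 µM, with no more than 30% in the related APOBEC3A deaminase screen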;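 further: plate controls were DMSO wells with A3G for no effect and wells lacking A3G enzyme for full effect; some compounds called inactive have numbers as strong as hits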
mIAP act: activators of mouse IAP, primary screen, biochemical, luminescence, uHTS. intestinal alkaline phosphatase [Mus musculus]. muIAP, CDP-Star luminescence, 30 min; hits give high values; 1 = vehicle-only enzyme signal, 0 = enzyme-free wells. activation factor at 10 µM. 330,000 tested, 0.24% active;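 active means activation factor of at least 2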; further: the source names both 10 and 20 µM as test concentration; values of inactives mirror those of a sister screen read the other way
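Assay system: mouse IAP enzyme; reagent: chemiluminescent substrate CDP-Star; dosing: test compounds delivered from DMSO solution; schedule: 30 min at room temperature; measured by: luminescence from enzymatic CDP-Star hydrolysis; controls: DMSO-only wells and no-enzyme negative control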
MIN6 prolif: inducers of MIN6 beta-cell proliferation, primary screen, ATP luminescence, uHTS; 330,000 tested, 0.29% active; MIN6 cells proliferation, ATPlite luminescence, 48 h; cells starved in 0.2% serum; 100% = growth in 10% serum; proliferation, % at 10 µM;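 active means compounds whose signal lies at least 3.5 SD above the mean of all wells on their plate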;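 further: 0% = DMSO-treated cells in low-serum medium and 100% = 10% serum control; some compounds called inactive have numbers as strong as hits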
hIAP block: human IAP inhibitors, primary screen, biochemical, luminescence, uHTS; Intestinal-type alkaline phosphatase (Homo sapiens), P09923; purified IAP, CDP-Star luminescence, 30 min; inhibition, % at 10 µM; 330,000 tested, 0.12% active; AID 2544, 2010;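 active means inhibition reaching a set limit with compound at 10 µM in the primary screen, cut at about 35% in these data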;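 further: plate controls were DMSO wells with enzyme for no effect and no-enzyme buffer wells for full effect; values of inactives mirror those of a sister screen read the other way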
Numbers without * were called inactive; nt = not tested or not shown.

SMILES | MPTP inh | ATG4B inhibitor | mIAP block | hIAP activ | APOBEC3A inh | APOBEC3G inh | mIAP act | MIN6 prolif | hIAP block
O=C(CN1C(=O)/C(=C/c2ccccc2)SC1=S)Nc1ncc(Cc2ccccc2)s1 | 0.2 | 3 | 15 | 0.94 | -1 | -4 | 0.85 | -1 | 6
Cc1c(NC(=O)C(C)N2C(=O)C3CCCCC3C2=O)c(=O)n(-c2ccccc2)n1C (stereo not given) | -1.9 | -11 | -1 | 1.1 | -1 | -6 | 1 | 4 | -10
CCc1ccc(C(C)(O)C(CN2CCOCC2)c2ccccc2)cc1 (stereo not given) | -0.4 | 0 | 3 | 0.9 | -3 | -2 | 0.97 | -2 | 10
O=C1CSC(c2cccnc2)N1CC1CC1 (stereo not given) | 1.9 | 0 | 10 | 0.81 | -2 | -3 | 0.9 | 2 | 19
C[C@@H](C(=O)O)[C@@H]1C[C@@]1(C)[C@@H](NC(=O)OCc1ccccc1)c1ccccc1 | -1.7 | -2 | -6 | 1 | -2 | -5 | 1.1 | 5 | -1
CCCCNC(=O)c1c(CSc2ccc(Cl)cc2)noc1C(=O)NCCC | 1.6 | 2 | 2 | 1 | -1 | -4 | 0.98 | -6 | -2
Cn1ncc(Cl)c1C(=O)N1CCC(Cc2ccccc2)CC1 | 1.1 | -3 | -4 | 0.8 | 6 | 6 | 1 | 3 | 20
COC(=O)N1C(=O)[C@@](Cc2ccccc2)(c2ccccc2)N1C(=O)OC | 0.4 | -21 | -1 | 1 | -3 | -14 | 1 | 0 | 0
Cc1ccc(/C=C/C(=O)c2ccccc2O)cc1 | 0.7 | -2 | 10 | 0.89 | 2 | 3 | 0.9 | -4 | 11
O=C(COc1cc(O)c2c(=O)cc(-c3ccccc3)oc2c1)c1ccc(F)cc1 | 4.8 | 4 | 20 | 0.9 | 1 | 0 | 0.8 | -4 | 10
N#Cc1c(N)c2ccccn2c1C(=O)c1ccc(Br)cc1 | -0.1 | -2 | 6 | 0.97 | -1 | -1 | 0.94 | 4 | 3
CC(Cc1ccccc1)C(=O)N[C@@H](CO)Cc1ccccc1 (stereo not given in full) | 0.2 | 1 | -2 | 0.84 | -2 | -10 | 1 | 0 | 16
CCN(CC)C(=O)CSc1nnc(CNc2ccc(F)cc2)n1Cc1ccco1 | -2.7 | -12 | -7 | 1.1 | -4 | -8 | 1.1 | -3 | -10
O=C1c2cccc3c(Cl)ccc(c23)C(=O)N1O | 1.9 | 4 | -4 | 0.98 | -4 | -4 | 1 | -4 | 2
N#Cc1ccccc1CSc1nc(N2CCCCC2)nc(N2CCCCC2)n1 | -0.9 | -8 | -6 | 0.93 | 2 | -3 | 1.1 | -2 | 7
O=C(CSc1ccccc1)Nc1nccs1 | 0.9 | 1 | 4 | 1.1 | -2 | 0 | 0.96 | 4 | -12
COc1ccc(-c2cc(C(=O)NCCCN3CCOCC3)on2)cc1OC | -1.9 | 12 | 5 | 1.1 | -5 | -7 | 0.95 | -3 | -15
COCCNC(=O)c1ccc2c(c1)NC(=O)CS2 | 0.0 | -7 | 9 | 0.94 | 1 | -6 | 0.91 | 0 | 6
COc1ccc(OC)c(N2C(=O)c3cccnc3C2=O)c1 | -1.3 | 0 | 2 | 0.92 | -5 | -5 | 0.98 | 0 | 8
CC(=O)Oc1ccc(/C=C(\NC(=O)c2cccc(Br)c2)C(=O)Nc2ccc(C(=O)O)cc2)cc1 | 1.6 | -15 | -3 | 1.1 | 0 | -8 | 1 | -1 | -10
NS(=O)(=O)c1ccc(NC(=S)Nc2ccc(C(=O)N3CCCCC3)cc2)cc1 | 1.6 | -9 | 8 | 1 | -1 | 0 | 0.92 | -2 | -3
Cc1onc(-c2ccccc2)c1C(=O)Nc1ccccc1NC(=O)c1c(-c2ccccc2)noc1C | -0.4 | -7 | -3 | 1.2 | 4 | 0 | 1 | -3 | -17
Cc1oc(-c2ccccc2F)nc1CS(=O)(=O)CC(=O)NC1CCCC1 | -1.5 | -14 | 2 | 0.92 | 0 | -1 | 0.98 | -2 | 8
CN(C)/C=N/c1c(C#N)cnn1C | -0.9 | -1 | 4 | 0.95 | -4 | -6 | 0.96 | 0 | 5
CCOC(=O)c1ccc(N2CCN(C(C)=O)CC2)c(NC(=O)c2cccnc2)c1 | -1.9 | -3 | -4 | 0.96 | -4 | -7 | 1 | -4 | 4
c1ccc(-c2nnsc2-c2ncc[nH]2)cc1 | 0.0 | -9 | 15 | 0.92 | 1 | -3 | 0.85 | 0 | 8
CCOC(=O)C1=C(C)NC(=S)NC1c1ccco1 (stereo not given) | 0.8 | -6 | 5 | 0.86 | 11 | 6 | 0.95 | -2 | 14
CCOc1ccc(CCNS(=O)(=O)c2ccc3c(c2)N(C(C)=O)CCO3)cc1OCC | -1.3 | -10 | -12 | 1.2 | 0 | -3 | 1.1 | 15* | -22
Cc1ccc(-c2nc(CS(=O)(=O)CC(=O)NCc3cccc(F)c3)c(C)o2)cc1 | -1.7 | -6 | -10 | 0.88 | 0 | -4 | 1.1 | -3 | 12
Brc1ccc(-c2noc(CCc3ccccc3)n2)o1 | 0.9 | 7 | 14 | 0.81 | -1 | -5 | 0.86 | 1 | 19
CCOC(=O)c1ccc(-c2ccc(C(=O)Nc3cccnc3)o2)cc1 | 1.0 | -17 | -12 | 0.86 | 0 | -5 | 1.1 | -2 | 14
O=C1C(Cl)=C(NCCCO)C(=O)c2ccccc21 | 1.3 | 1 | 6 | 1.2 | -3 | -5 | 0.94 | -4 | -20
CC1(C)O[C@H]2OC([C@H](O)CON3C(=O)c4ccccc4C3=O)[C@H](O)[C@H]2O1 (stereo not given in full) | nt | -1 | 6 | 1 | -1 | -3 | 0.94 | 1 | 0
CCC(C(=O)Nc1ccc(C(=O)O)cc1NC(=O)C(CC)c1ccccc1)c1ccccc1 (stereo not given) | 0.0 | -2 | 1 | 1.2 | -7 | -2 | 0.99 | -3 | -16
Fc1ccc(CSc2nnc(-c3ccco3)o2)cc1 | 1.0 | -6 | -8 | 0.98 | 2 | 1 | 1.1 | 2 | 2
CCOc1cccc(-c2c(C(=O)N/N=C/c3c(F)cccc3Cl)nnn2-c2nonc2N)c1 | -2.2 | -10 | 4 | 0.77 | -4 | -9 | 0.96 | 4 | 23
O=C(CNC(=O)Cc1ccccc1)NCC(=O)OCC(=O)c1cccc2ccccc12 | 1.3 | -13 | 5 | 0.89 | -1 | -9 | 0.95 | -1 | 11
COc1cc(OC)cc(C(=O)N2CC(=O)Nc3ccccc32)c1 | -0.6 | 4 | -5 | 0.91 | -5 | -8 | 1 | 0 | 9
FC(F)Oc1ccc(-c2csc(NNC3=NCCCCC3)n2)cc1 | 0.2 | -17 | 14 | 1.1 | -5 | -3 | 0.86 | -5 | -7
N/C(COc1cccc(Cl)c1)=N\O | 1.2 | -5 | -3 | 1.2 | -3 | -8 | 1 | 2 | -18

2 of the compounds above, in markdown.
| structure | MPTP inh | ATG4B inhibitor | mIAP block | hIAP activ | APOBEC3A inh | APOBEC3G inh | mIAP act | MIN6 prolif | hIAP block |
| --- | --- | --- | --- | --- | --- | --- | --- | --- | --- |
| O=C1C(Cl)=C(NCCCO)C(=O)c2ccccc21 | 1.3 | 1 | 6 | 1.2 | -3 | -5 | 0.94 | -4 | -20 |
| CC1(C)O[C@H]2OC([C@H](O)CON3C(=O)c4ccccc4C3=O)[C@H](O)[C@H]2O1 (stereo not given in full) | nt | -1 | 6 | 1 | -1 | -3 | 0.94 | 1 | 0 |

(cont.)
SMILES | MPTP inh | ATG4B inhibitor | mIAP block | hIAP activ | APOBEC3A inh | APOBEC3G inh | mIAP act | MIN6 prolif | hIAP block
CCCc1cc(=O)[nH]c(SCC(=O)N(C)CC(=O)Nc2ccc(C)cc2)n1 | -0.7 | 4 | -3 | 0.93 | 6 | 2 | 1 | -1 | 7
CNS(=O)(=O)c1cc(NC(=O)c2cncn2-c2ccccc2)ccc1C | -1.0 | -11 | 6 | 1.1 | 2 | 0 | 0.94 | 0 | -6
CCN1CCN(c2ccc(S(=O)(=O)N3CCCCC3)cc2NC(=O)c2cc3ccccc3o2)CC1 | 18 | -8 | -6 | 0.87 | 11 | 8 | 1.1 | -6 | 13
O=C(O)c1ccccc1-c1ccccc1C(=O)Nc1nc2ccccc2s1 | 1.6 | 5 | -8 | 1 | -9 | -4 | 1.1 | 0 | -2
Cc1cnc(C(=O)OCC(=O)Nc2cc(Cl)ccc2C#N)cn1 | -0.6 | -4 | -5 | 0.99 | 2 | -4 | 1.1 | -3 | 1
Cn1c(SCC(=O)Nc2ccc3cn[nH]c3c2)nnc1-c1cccs1 | 0.1 | 4 | -7 | 1.1 | 0 | -6 | 1.1 | -1 | -11
Cc1ccc(CNC(=O)C2CCN(S(=O)(=O)c3c(C)noc3/C=C/c3ccco3)CC2)cc1 | -1.8 | -17 | 3 | 1 | 1 | -5 | 0.97 | -3 | -4
c1cc2nc(C34CC5CC(CC(C5)C3)C4)[nH]c2cn1 | 1.9 | -2 | -3 | 0.94 | 0 | 0 | 1 | -2 | 6
COc1cccc(C2C(C#N)=C(N)Oc3cc(C)n(Cc4ccco4)c(=O)c32)c1 (stereo not given) | -4.1 | -10 | 11 | 1.2 | 0 | -2 | 0.89 | -2 | -16
CCOc1ccccc1CN1C(=O)c2ccccc2C1C(=O)NC(C)CC (stereo not given) | 0.8 | -14 | -12 | 0.95 | 5 | 0 | 1.1 | 1 | 4
Cc1cc(C)nc(NC2=NCC(=O)N2c2ccccc2Br)n1 | -2.1 | -9 | 1 | 1.2 | 1 | -2 | 0.99 | -1 | -19
CC(C)(C)CC(=O)Nc1nnc(SCC(=O)NCc2cccs2)s1 | -0.5 | -6 | -15 | 1.1 | 0 | -5 | 1.2 | -1 | -8
Cn1c(=NC(=O)c2ccc(S(=O)(=O)N3CCCc4ccccc43)cc2)sc2cc(S(C)(=O)=O)ccc21 | 3.1 | -6 | 8 | 1.1 | 0 | 3 | 0.92 | 0 | -6
CCOC(=O)c1ccc(/C=N/O)[n+](Cc2ccccc2)c1 | 0.4 | 3 | 0 | 0.9 | -7 | -7 | 1 | -1 | 10
Cc1ccc(C(=O)C(C)OC(=O)Cn2cnc3c2c(=O)n(C)c(=O)n3C)cc1 (stereo not given) | 0.5 | -1 | 2 | 1 | 4 | -5 | 0.98 | 2 | -3
Oc1ccc(N=Nc2ccccc2-c2nn[nH]n2)c(O)c1 | -0.8 | -5 | 11 | 1.3 | 12 | -5 | 0.89 | 0 | -26
CN(Cc1cc([N+](=O)[O-])c2cccnc2c1O)C1CCCCC1 | nt | nt | -2 | 1.1 | -7 | -5 | 1 | 0 | -10
Cc1ccc(-n2c(SCCN)nnc2-c2cccc(C)c2)cc1 | 1.5 | -1 | 0 | 1.2 | -6 | 6 | 1 | -4 | -20
CNC(=O)CSc1nnc(-c2cnccn2)n1C | 0.6 | -4 | -7 | 1 | -4 | -9 | 1.1 | -1 | -3
